# PTHR1 ag: agonists of human PTHR1 parathyroid hormone receptor; Q03431; HEK293 GP2 PTHR1 cells, GloSensor cAMP luminescence, 1 h; Potency, µM (series often up to 115 µM), for the others: top-dose activation, usual class: activators; 410,000 tested, 0.075% active; AID 743266; note: potency is the fitted concentration of half-maximal effect; nearly all actives have a fitted effect of over 55% in size; some results filed as inactive show a strong effect at the top dose; inactives centre near -15; many of its hits are not listed in these tables
# Target sequence (Q03431 whole entry, looked up): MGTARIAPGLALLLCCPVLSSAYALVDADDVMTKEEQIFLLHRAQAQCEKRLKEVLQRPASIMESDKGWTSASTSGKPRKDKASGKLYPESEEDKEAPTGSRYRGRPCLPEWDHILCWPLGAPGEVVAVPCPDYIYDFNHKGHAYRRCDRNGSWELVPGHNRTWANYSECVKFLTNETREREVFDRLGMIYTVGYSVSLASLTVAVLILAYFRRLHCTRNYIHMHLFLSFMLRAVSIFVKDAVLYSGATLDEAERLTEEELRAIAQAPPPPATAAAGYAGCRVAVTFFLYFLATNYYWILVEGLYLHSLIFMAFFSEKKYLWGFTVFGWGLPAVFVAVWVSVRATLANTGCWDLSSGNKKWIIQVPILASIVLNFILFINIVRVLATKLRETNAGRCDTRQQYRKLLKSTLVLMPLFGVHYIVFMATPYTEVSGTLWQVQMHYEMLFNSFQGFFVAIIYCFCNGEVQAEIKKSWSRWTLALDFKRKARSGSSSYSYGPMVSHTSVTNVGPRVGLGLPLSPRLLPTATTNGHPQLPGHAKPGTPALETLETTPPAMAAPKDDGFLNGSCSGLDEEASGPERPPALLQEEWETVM
#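 HEK-293-derived GP2 cells expressing PTHR1 and a GloSensor cAMP reporter, 3,000/well, plated overnight, given luciferin plus IBMX (each 0.5 mM as added) for 1 h at 37 °C, then compound for 1 h at 37 °C. Luminescence was read after 15 min at room temperature.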
# GLP-1R agonist: GLP-1 receptor (human) agonism. P43220. HEK293 GLP-1R CRE-luciferase, luminescence, 4-6 h; cells express a hypersensitive GLP-1R form. Potency, µM (doses to about 45.6 µM), for inactives: at the top dose activation, actives largely listed as activators. 380,000 tested, 0.007% active; note: potency is the fitted concentration of half-maximal effect; % of control where 0% means no effect
# Target sequence (P43220 whole entry, looked up): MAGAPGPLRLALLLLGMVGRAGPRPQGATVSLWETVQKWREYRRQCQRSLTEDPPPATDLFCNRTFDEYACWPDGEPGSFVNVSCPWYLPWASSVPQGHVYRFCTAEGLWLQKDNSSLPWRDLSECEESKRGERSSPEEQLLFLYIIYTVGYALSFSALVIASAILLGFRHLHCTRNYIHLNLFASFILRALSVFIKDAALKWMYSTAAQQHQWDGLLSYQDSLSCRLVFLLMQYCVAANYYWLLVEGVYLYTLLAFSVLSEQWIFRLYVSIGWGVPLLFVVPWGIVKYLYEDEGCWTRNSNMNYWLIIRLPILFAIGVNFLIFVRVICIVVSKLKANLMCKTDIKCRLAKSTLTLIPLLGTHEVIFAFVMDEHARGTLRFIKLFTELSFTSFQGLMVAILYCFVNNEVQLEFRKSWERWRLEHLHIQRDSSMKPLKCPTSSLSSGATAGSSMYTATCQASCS
# GLP1R inv ag: GLP-1 receptor (human) inverse agonism; P43220; HEK293 GLP-1R CRE-luciferase, luminescence, 24 h; GLP-1R form is constitutively active; Potency, µM (highest dose often 38.3 µM), for inactives: at the top dose activity change, negative = inhibition, most hits filed as inhibitors; 410,000 tested, 1.6% active; note: potency is the fitted concentration of half-maximal effect; % is set by controls: 0 for no effect and ±100 for the full control effect; nearly all actives have a fitted effect of over 55% in size
#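 Stable HEK293 clone (constitutively active GLP-1R + cAMP-response luciferase); 200 cells/uL plated, 12 h pre-culture, compound 24 hr, 37 deg C/5% CO2; detection reagent 12 min RT; luminescence.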
# KB-V1 MDR tox: KB-V1 MDR subline cytotoxicity. AID 1347076. Potency, µM (highest dose often 46.1 µM), for the others: at the top dose activity change, negative = cytotoxicity, hits mostly cytotoxic. 400,000 tested, 3.4% active. KB-V1 MDR cells viability, CellTiter-Glo, 72 h; note: potency is the fitted concentration of half-maximal effect; % is set by controls: 0 for no effect and ±100 for the full control effect; nearly all actives have a fitted effect of over 60% in size
#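 Following 72 h at 37 degrees C with compound, KB-V1 cell viability was read by CellTiter-Glo luminescence, medium being phenol-red-free DMEM plus 10% FBS; concentration-response parameters came from normalized, curve-fitted qHTS data.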
# HEK293 tox: cytotoxic in the GLP-1 receptor inverse agonist counter-screen; HEK293 cAMP-luciferase reporter cells, luminescence, 24 h; Potency, µM (titrated, usually from 38.3 µM), inactives show at the highest dose activity change, negative = inhibition, most hits filed as inhibitors; 410,000 tested, 0.13% active; AID 624418;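 note: loss of luciferase light is scored as toxicity; potency is the fitted concentration of half-maximal effect; % is set by controls: 0 for no effect and ±100 for the full control effect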
#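 Luminescence readout: signal drop marks cytotoxicity. Plated cells grew 12 h at 37 °C, 5% CO2, received 23 nL compound for 24 h, then got luciferase reagent, read after 12 min at RT.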
# aSyn yeast inh: rescues yeast growth from alpha-synuclein toxicity; Yeast expressing alpha-synuclein, growth rescue, BacTiter-Glo, 24 h; Potency, µM (doses to about 46.1 µM), without a hit: top-dose growth rescue (activation), most hits filed as activators; 370,000 tested, 0.14% active; AID 652106; note: potency is the fitted concentration of half-maximal effect; % of control where 0% means no effect; nearly all actives have a fitted effect of over 65% in size
#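 Screening used galactose-induced yeast with toxic alpha-synuclein levels, exposed to compound for 24 hr at 30 deg C. Cell growth, read with BacTiter-Glo luminescence, gave the measured signal.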
# DRD3 agonist: agonists of human D3 dopamine receptor | P35462 | D3R DiscoveRx beta-arrestin cells, luminescence, 90 min | max activation, % | 410,000 tested, 0.58% active; in the data active = max activation above about 30%; note: 0% is about no effect; mostly tested at two doses, the higher about 12 µM
#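 Cells at 1500/well, incubated overnight, then treated with pinned compounds (dopamine as control) for 90 min at 37 degrees C. DiscoveRx reagent added for 30 - 60 minutes at room temperature; luminescence read.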
# DRD3 antagonist: D3 dopamine receptor (human) antagonism | D3R cells, DiscoveRx beta-arrestin luminescence, antagonist mode; active compounds read low | max response, negative = inhibition, % | 360,000 tested, 2.5% active | P35462 | AID 652054; in the data active = max response below about -50%; inconclusive = no clear call, values can overlap the other calls; note: % is set by controls: 0 for no effect and ±100 for the full control effect; mostly tested at two doses, the higher about 12 µM
#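 Cells plated overnight at 1500 cells/well, then exposed to library compounds with dopamine controls for 90 minutes at 37 degrees C. DiscoveRx reagent added for 30–60 minutes at room temperature; luminescence read, quantitative HTS format.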
# TDP43 rescue: rescues yeast growth from TDP-43 toxicity; TDP-43 expressing yeast growth rescue, BacTiter-Glo, 24 h; Potency, µM (highest dose often 46.1 µM), without a hit: top-dose growth rescue (activation), most hits filed as activators; 410,000 tested, 1.8% active; AID 652104; note: potency is the fitted concentration of half-maximal effect; % of control where 0% means no effect; nearly all actives have a fitted effect of over 50% in size
#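 In this qHTS, compounds that restore growth of yeast expressing TDP-43 appear as activators. Cells (OD600=0.02, galactose medium, raffinose-pregrown) are incubated with compound 24 hr at 30 deg C and growth is quantified by BacTiter-Glo.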
# Active calls of the source: *; i = inactive; ? = inconclusive; nt = no result given; & = joins results of further samples; [ ] = another dose, or the depositor's remark. Unless noted, calls come from the whole dose curve; as a rule, active = well fitted curve in the direction sought with a large enough effect; inconclusive = small, poorly fitted or top-dose-only effect, or another doubt; inactive = no such curve, though single readings can be large; an effect the other way counts as inactive or inconclusive. The list is partial, so the mix of outcomes need not match the whole.
SMILES,PTHR1 ag,GLP-1R agonist,GLP1R inv ag,KB-V1 MDR tox,HEK293 tox,aSyn yeast inh,DRD3 agonist,DRD3 antagonist,TDP43 rescue
COc1ccc(CCNC(=O)CC(Cc2ccc(C)cc2)C(=O)O)cc1OC (stereo not given),i,-4%,17%,3%,-7%,3%,3,0,17%
COc1ccc(CNC(=O)COC(=O)CN2C(=O)NC3(CCCC3)C2=O)cc1,-50%,-4%,10%,18%,7%,0%,8,1,16%
CCn1c2ccccc2c2cc(/C=N/n3c(C)nnc3C)ccc21,i,10%,-27%,-15%,-17%,19%,3,-30,-19%
COc1ccc(-c2cnc3c(NC=O)cc(-c4ccccc4OC)cn23)cc1OC,-42%[inhibitor],?,-54%,1.2µM*,-19%,-14%,2,6,?
COC(=O)c1cccc(-c2ccc(C(c3c(C)[nH][nH]c3=O)c3c(C)[nH][nH]c3=O)o2)c1,-24%,0%,-11%,?,9%,16%,-5,-12,-10%
COc1ccccc1NC(=O)c1ccc(NS(=O)(=O)c2ccc(F)c(F)c2F)cc1,-24%,1%,19%,-4%,0%,13%,0,5,15%
CC(=O)NC(=O)NC1OC(=O)C(Cl)=C1Cl (stereo not given),-11%[57.5 µM],1%,16%,19%,-5%,11%,2,-14,15%
CN(C(=O)c1ccc(NC(=O)Cc2ccc(NC(=O)C3CCCN(C(=O)C4CCCC4)C3)cc2)cc1)C1CC1 (stereo not given),-27%,-4%,-1%,?,4%,2%,-2,-18,30%
CSc1ccc(C(c2c(C(=O)O)[nH]c3ccccc23)c2c(C(=O)O)[nH]c3ccccc23)cc1,-2%,0%,-7%,-16%,-29%,-9%,3,19,19%
Cc1cc2oc(=O)cc(CN3CCN(S(=O)(=O)c4ccc5c(c4)OCCO5)CC3)c2cc1C,-17%,-5%,6%,-18%,11%,6%,-7,-9,?
Cc1nn(C)c(Cl)c1S(=O)(=O)N[C@@H](c1ccccc1)[C@]1(C)C[C@H]1[C@@H](C)C(=O)Nc1ccc2ccccc2c1,-16%,-4%,?,0%,?,0%,-3,-2,8%
O=S1(=O)CC(N2CCSCC2)CN1Cc1cn(Cc2ccc(F)cc2)nn1 (stereo not given),-15%,0%,18%,28%,8%,0%,-7,0,18%
O=C(NCCc1ccc(Cl)cc1)C1CCCN1C(=O)NCc1ccccc1 (stereo not given),i,-3%,-3%,16%,-22%,0%,3,22,14%
Cc1[nH]n2c(=O)cc(C(C)(C)C)nc2c1-c1ccccc1,-10%,-12%,3.5µM*,?,?,-1%,4,17,20%
O=C1CC(NS(=O)(=O)c2cccnc2)CN1c1ccc(Cl)cc1 (stereo not given),-14%,8%,-8%,-8%,-8%,-3%,-15,6,4%
CCCS(=O)(=O)N1CCN(C(=O)CCC2CCCC2)CC1,i,-1%,-5%,-20%,-14%,0%,8,12,0%
CCOC(=O)c1c(C)n(CCNC(C)=O)c2ccc(OC)cc12,i,2%,24%,1%,1%,6%,5,19,3%
Cc1nc2c(c3c1[nH]c1ccccc13)C(O)CC(C)(C)C2 (stereo not given),i,2%,-6%,16µM*,12%,8%,5,17,4%
CCOC(=O)[C@]12CCCC=C1N(Cc1ccc3c(c1)OCO3)C(=O)[C@H](CC(=O)NCC13CC4CC(CC(C4)C1)C3)C2,-12%,-3%,?,?,0%,-1%,1,-8,10%
COc1cc(OC)cc(C(=O)NC(=S)Nc2ccc3c4c(cccc24)CC3)c1,-23%,-5%,1%,-1%,-18%,-16%,7,-11,-9%

# 2 entries picked at random from those above, as already listed:
SMILES,PTHR1 ag,GLP-1R agonist,GLP1R inv ag,KB-V1 MDR tox,HEK293 tox,aSyn yeast inh,DRD3 agonist,DRD3 antagonist,TDP43 rescue
Cc1nc2c(c3c1[nH]c1ccccc13)C(O)CC(C)(C)C2 (stereo not given),i,2%,-6%,16µM*,12%,8%,5,17,4%
COc1cc(OC)cc(C(=O)NC(=S)Nc2ccc3c4c(cccc24)CC3)c1,-23%,-5%,1%,-1%,-18%,-16%,7,-11,-9%

# A different layout for some results above:
# Under each structure: PTHR1 ag	GLP-1R agonist	GLP1R inv ag	KB-V1 MDR tox	HEK293 tox	aSyn yeast inh	DRD3 agonist	DRD3 antagonist	TDP43 rescue
> Cc1nn(C)c(Cl)c1S(=O)(=O)N[C@@H](c1ccccc1)[C@]1(C)C[C@H]1[C@@H](C)C(=O)Nc1ccc2ccccc2c1
 : -16%	-4%	?	0%	?	0%	-3	-2	8%
> O=S1(=O)CC(N2CCSCC2)CN1Cc1cn(Cc2ccc(F)cc2)nn1 (stereo not given)
 : -15%	0%	18%	28%	8%	0%	-7	0	18%

# Further records follow.
SMILES,PTHR1 ag,GLP-1R agonist,GLP1R inv ag,KB-V1 MDR tox,HEK293 tox,aSyn yeast inh,DRD3 agonist,DRD3 antagonist,TDP43 rescue
COc1ccc(N2CCN(C(=O)c3cn(C4CCCCC4)c(=O)c4c3c3ccccc3n4C)CC2)cc1,i,nt,?,13%,-4%,nt,5,nt,25%
Cc1ccccc1NCC(=O)N/N=C/c1c(C)c(C(=O)c2ccc(Cl)cc2)n2ccccc12,i,-9%,-3%,?,-9%,-9%,1,24,10%
Cc1nc(SCC(=O)NC2CCS(=O)(=O)C2)c2c(C)c(C)sc2n1 (stereo not given),-3%,6%,14%,1%,-7%,-2%,6,-16,6%
CC(C)(C)OC(=O)N1CCC(Cc2cc(-c3cccnc3)no2)(C(=O)O)CC1,-21%,-5%,13%,17%,11%,-4%,4,14,7%
OCC[C@H]1C[C@H](O)[C@@H](O)[C@@]2(OCc3ccccc32)O1,-19%,2%,12%,?,13%,-11%,3,-2,2%
CCNc1nc(NC(C)C)nc(N(C#N)C(C)C(=O)N(C)C)n1 (stereo not given),25%[57.5 µM],?,75%[activator],0%,1%,5%,3,-14,-15%
COc1ccc(-c2ccc(=O)n(CC(=O)NCCc3ccccc3)n2)cc1,i,nt,-62%,-4%,-35%,nt,6,nt,?
CCOc1ccc(CN2CCN(S(=O)(=O)c3ccc(NC(C)=O)cc3)CC2)cc1,-39%[inhibitor],3%,-29%,?,0%,-2%,6,1,-4%
CN(C(=O)CCNC(=O)Cn1cnc2ccccc2c1=O)c1ccccc1F,i,4%,-17%&5%,?,0%&-1%,2%,5&2,13,-5%&5%
O=C(Nc1nnc(SCc2cccnc2)s1)C1CC(=O)N(c2ccc(F)cc2)C1 (stereo not given),-16%,-6%,9%,22%,-2%,-2%,-9,-6,15%
Cc1cccc(N2CC(C(=O)OCc3ccc([N+](=O)[O-])cc3)CC2=O)c1 (stereo not given),-2%,5%,5%,0%,-2%,7%,4,-12,9%
C/C=C\C(=O)Nc1cccc(C2=NOC3(C2)C[C@@H](C(N)=O)N(C(=O)CC(c2ccccc2)c2ccccc2)C3)c1 (stereo not given in full),-1%,-6%,?,19%,-33%,0%,6,2,12%
CCC(Oc1ccccc1)C(=O)N(C)CC(=O)N(CC(C)C)c1c(N)n(CC(C)C)c(=O)[nH]c1=O (stereo not given),-14%,-6%,-3%,19%,6%,0%,-3,-11,3%
Cc1ccc(-c2nc3ncccn3c2NC2CCCC2)o1,-2%,-1%,-19%,9%,-2%,1%,1,9,-4%
O=C(CCN1CCOCC1)Nc1ccc(Cl)cc1,-2%,-4%,1%,8%,-15%,0%,-1,-17,7%
CN(C(=O)c1ccc2c(c1)CCN2S(C)(=O)=O)c1ccccc1,-12%,8%,19%,4%,-12%,-1%,6,-11,-13%
O=C(NC1CCCC1)C(c1ccccc1)N(Cc1ccccc1)C(=O)c1csnn1 (stereo not given),i,8%,-16%,-28%,-6%,9%,-10,-9,1%
O=NN(CCCl)C(=O)NCCc1cccc[n+]1[O-],-15%,0%,14%,18%,3%,-1%,-1,-2,23%
Cc1ccc(-c2noc(CCC(=O)Nc3cccc(C(=O)NC4CC4)c3)n2)cc1,-7%,1%,7%,-17%,-16%,0%,-2,-2,4%
Cc1ccc(-c2nc3sc(CCNC(=O)c4ccc(F)c(F)c4)c(C)n3n2)cc1,-81%[inhibitor],2%,-21%,-2%,2%,nt,-6,nt,0%
CC(=O)c1ccc(OC(=O)N2CCOCC2)cc1,i,5%,6%,-7%,-3%,-4%,2,4,-20%
O=C(Nc1cccc(S(=O)(=O)N2CCCCCC2)c1)C1CCN(C(=O)c2ccc(F)cc2)CC1,-2%,9%,?,-17%,-2%,-4%,0,6,11%
CCc1ccc(NC(=O)COC(=O)CCc2nc3cc(S(=O)(=O)N(CC)CC)ccc3n2C)cc1,i,-2%,2%,?,-14%,3%,1,13,21%
CC(C)c1nn2c(=O)cc(COC(=O)c3cccs3)nc2s1,-29%,nt,-12%,5%,2%,nt,4,nt,12%
CCOc1ncccc1C(=O)OCC(=O)NCc1ccccc1,i,7%,9%,-1%,4%,0%,0,-5,-14%
Cc1cc(N2CCN(C(C(=O)NC3CCCC3)c3ccc(F)cc3)CC2)c2ccccc2n1 (stereo not given),i,nt,7%,?,-17%,0%,-18,-21,3%
COc1ccc(N2CCN(C(=O)c3ccc(CSc4ccccc4)cc3)CC2)cc1,-5%,0%,29%,?,9%,-1%,-4,-17,-5%
CC(=O)NC12CC3CC(C1)CC(C(=O)N1CCN(S(=O)(=O)c4ccc(C(C)C)cc4)CC1)(C3)C2,0%,3%,-2%,-25%,2%,5%,7,16,1%
CCn1c(SCC(=O)NC2CC2)nnc1-c1ccccn1,-3%,-5%,14%,-6%,-10%,-1%,16,2,6%
O=C(Cc1ccc(Br)cc1)NC1CCCc2ccccc21 (stereo not given),-15%,9%,?,-4%,17%,6%,-9,-11,18%
O=C(CCS(=O)(=O)c1cccc2nsnc12)N1CCN(c2ccccc2F)CC1,-12%,-5%,-6%,-1%,-9%,0%,2,2,0%
O=S(=O)(c1cccc2ccccc12)N1CCC2CC1c1cc(-c3ccc(F)cc3)ccc12 (stereo not given),i,1%,5%,-8%,0%,-1%,-21,-5,5%
NC(=O)c1oc2ccccc2c1NC(=O)C1CCCCC1,-4%,8%,-8%,20%,-2%,-3%,-3,-16,25%
